BAZ2B block: blocks human BAZ2B | Q9UIF8 | AID 504333 | 360,000 tested, 4.4% active | AlphaScreen BAZ2B-H3K14Ac peptide displacement | Potency, µM (titrated, usually from 114 µM), inactives show at the highest dose activity change, negative = inhibition, usual class: inhibitors; note: potency is the fitted concentration of half-maximal effect; % is set by controls: 0 for no effect and ±100 for the full control effect; nearly all actives have a fitted effect of over 60% in size
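Complex of BAZ2B and biotin-H3K14Ac (50 nM apiece) forms over 30 min at RT, then faces library compounds up to 110 uM for another 30 min; AlphaScreen beads added, 20 min dark incubation, luminescence read.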
PI4K2A inh: inhibitors of human PI4K2A. Q9BTU6. purified PI4K2A, ADP-Glo luminescence, 1 h; active compounds read low. activity change, negative = inhibition, % at 76.9 µM. 420,000 tested, 0.13% active. AID 1346378; in the data active = activity change below about -50%; inconclusive = mostly about -30% to -49%;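 note: -100% = wells without enzyme as full effect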
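Compounds are screened against recombinant PI4K2A using PI as substrate and ATP, the latter dispensed at 300 microM. Reactions run one hour at ambient temperature before ADP-Glo detection; full inhibition defined by wells lacking enzyme.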
JMJD2A Tudor inh: inhibitors of human JMJD2A Tudor domain; Potency, µM (top dose mostly 114 µM), inactives show at the top dose activity change, negative = inhibition, actives largely listed as inhibitors; AlphaScreen JMJD2A-Tudor / H3K4me3 peptide binding; 390,000 tested, 4.4% active; O75164; note: potency is the fitted concentration of half-maximal effect; % is set by controls: 0 for no effect and ±100 for the full control effect; nearly all actives have a fitted effect of over 50% in size
Tb PGK inh: blocks T. brucei phosphoglycerate kinase; P07378; PGK/GAPDH coupled, Kinase-Glo luminescence, 60 min; Potency, µM (top dose mostly 57.5 µM), inactives show at the top dose activity change, negative = inhibition, actives largely listed as inhibitors; 380,000 tested, 0.043% active; AID 602233; note: potency is the fitted concentration of half-maximal effect; % is set by controls: 0 for no effect and ±100 for the full control effect; nearly all actives have a fitted effect of over 60% in size
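Recombinant glycosomal PGK reaction used 1,3-bisphosphoglycerate generated in-well by GAPDH (100nM final) in 100mM TEA pH 7.6, 5mM MgCl2, 0.01% Tween-20. After 60 minutes at room temperature, ATP was read by Kinase-Glo Plus luminescence end-point.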
ERG-DNA inh: inhibitors of human ERG Ets domain-DNA interaction; P11308; Potency, µM (highest dose often 76.9 µM), inactives show at the top dose FP activity, negative = inhibition, actives largely listed as inhibitors; fluorescence polarization, His-ERG Ets domain / labelled DNA; AID 624246; 370,000 tested, 0.028% active; active = well fitted inhibition curve with a large enough effect in the polarisation, with a control signal flat; inconclusive = small, poorly fitted or top-dose-only effect, or effect the other way, or a change in a side signal; inactive = no such curve, though single readings can be large or run the other way; the % refers to the polarisation;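 note: polarization taken with two DNA probes labelled with fluorescein and Texas red; potency is the fitted concentration of half-maximal effect; % of control where 0% means no effect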
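His-tagged ERG Ets domain (1 uM in the protein solution; 300mM KCl, 50mM Tris-HCl, 1mM EDTA, 1mM DTT, pH 7.5) received compound, then a probe mix of 5 nM fluorescein-DNA and 100nM Texas-615-DNA. Fluorescence polarization was read for both dyes.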
Pin1 inhibitor: human Pin1 inhibition | Q13526 | Pin1 FP peptide displacement, HiFluor488, 10 min | Potency, µM (highest dose often 115 µM), inactives show at the top dose activity, negative = inhibition, hits mostly inhibitors | 390,000 tested, 0.009% active; active = well fitted inhibition curve with a large enough effect in the polarisation, with a control signal flat, not every such curve was filed as active; inconclusive = small, poorly fitted or top-dose-only effect, or effect the other way, or a change in a side signal; inactive = no such curve, though single readings can be large or run the other way; the % refers to the polarisation; note: potency is the fitted concentration of half-maximal effect; % is set by controls: 0 for no effect and ±100 for the full control effect
Target sequence (Q13526 whole entry, looked up): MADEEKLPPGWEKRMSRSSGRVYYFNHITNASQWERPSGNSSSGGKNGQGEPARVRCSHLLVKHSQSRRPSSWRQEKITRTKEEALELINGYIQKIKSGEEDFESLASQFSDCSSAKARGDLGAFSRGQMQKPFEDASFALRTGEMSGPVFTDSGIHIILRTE
GLS inh: inhibitors of human glutaminase (GLS). GLS enzymatic activity, qHTS titration. Potency, µM (doses to about 45.5 µM), inactives show top-dose activity change, negative = inhibition, actives largely listed as inhibitors. 410,000 tested, 0.21% active; note: potency is the fitted concentration of half-maximal effect; % is set by controls: 0 for no effect and ±100 for the full control effect
Target sequence (O94925 whole entry, looked up): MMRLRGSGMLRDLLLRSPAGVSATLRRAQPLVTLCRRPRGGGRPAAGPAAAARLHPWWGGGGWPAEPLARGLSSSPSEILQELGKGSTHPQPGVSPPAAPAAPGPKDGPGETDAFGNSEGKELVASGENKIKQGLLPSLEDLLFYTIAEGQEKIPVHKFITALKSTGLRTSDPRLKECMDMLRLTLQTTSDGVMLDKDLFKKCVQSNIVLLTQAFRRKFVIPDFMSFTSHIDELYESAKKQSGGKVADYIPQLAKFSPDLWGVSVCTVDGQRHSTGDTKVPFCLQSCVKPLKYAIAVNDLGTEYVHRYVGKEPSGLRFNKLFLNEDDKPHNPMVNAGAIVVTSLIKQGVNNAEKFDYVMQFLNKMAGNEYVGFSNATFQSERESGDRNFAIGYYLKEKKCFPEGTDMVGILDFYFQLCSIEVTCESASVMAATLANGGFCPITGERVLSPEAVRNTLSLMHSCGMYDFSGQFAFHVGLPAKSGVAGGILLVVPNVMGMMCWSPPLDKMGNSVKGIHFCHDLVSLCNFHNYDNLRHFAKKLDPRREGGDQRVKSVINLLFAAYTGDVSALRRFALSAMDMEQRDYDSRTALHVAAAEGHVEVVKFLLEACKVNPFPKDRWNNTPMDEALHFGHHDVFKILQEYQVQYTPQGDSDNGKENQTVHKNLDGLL
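Enzyme dispensed in phosphate buffer (45 mM, pH 8.2, 0.02% Tween-20), compounds pinned in, then 1 mM L-glutamine solution and the glutamate oxidase–HRP–Amplex Red mix added; fluorescence read immediately and again after 30 min at room temperature.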
HP1b binding inh: HP1-beta chromodomain-methylated histone interaction inhibition; AlphaScreen HP1-beta / biotin-H3K9me3 peptide binding; Potency, µM (doses to about 114 µM), for inactives: at the top dose activity change, negative = inhibition, actives largely listed as inhibitors; 390,000 tested, 0.56% active; AID 540317; note: potency is the fitted concentration of half-maximal effect; nearly all actives have a fitted effect of over 70% in size; inactives centre near 23
Target sequence (P83916 whole entry, looked up): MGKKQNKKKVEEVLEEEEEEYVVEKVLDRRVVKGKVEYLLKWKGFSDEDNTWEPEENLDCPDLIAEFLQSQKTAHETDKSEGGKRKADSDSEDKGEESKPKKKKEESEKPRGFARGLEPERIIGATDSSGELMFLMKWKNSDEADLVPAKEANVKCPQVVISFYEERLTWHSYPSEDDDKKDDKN
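HP1-beta protein (50 nM final) preincubated 30 min at room temperature with biotinylated H3(1-18)K9me3 peptide (50 nM) in PBS pH 7.4, 0.01% Tween-20, then compound added for 30 min. AlphaScreen streptavidin donor/nickel chelate acceptor beads (10 ug/mL final), 30 min dark, luminescence read.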
G9a block: blocks human histone lysine methyltransferase G9a | Q96KQ7 | G9a H3K9 monomethylation, AlphaScreen, 2 h | Potency, µM (series often up to 102 µM), for the others: top-dose activity, negative = inhibition, hits mostly inhibitors | 350,000 tested, 8.8% active; note: potency is the fitted concentration of half-maximal effect; % is set by controls: 0 for no effect and ±100 for the full control effect; nearly all actives have a fitted effect of over 75% in size
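Compounds were preincubated with 20 nM G9a for 15 min, after which biotinylated H3K9 peptide (500 nM) and SAM (20 uM) started a 2 h room-temperature reaction. Monomethylated product was quantified by antibody-based AlphaScreen chemiluminescence.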
The depositor's hits bear a star; i = inactive; ? = inconclusive; / = no result given; & = joins results of further samples; [ ] = another dose, or the depositor's remark. Unless noted, calls come from the whole dose curve; as a rule, active = well fitted curve in the direction sought with a large enough effect; inconclusive = small, poorly fitted or top-dose-only effect, or another doubt; inactive = no such curve, though single readings can be large; an effect the other way counts as inactive or inconclusive.

Second line of a record – Tb PGK inh	GLS inh	JMJD2A Tudor inh	BAZ2B block	G9a block	PI4K2A inh	ERG-DNA inh	Pin1 inhibitor	HP1b binding inh
- COc1ccc(-c2c3c(nc4sc(C(=O)Nc5cccc(OC)c5)c(N)c24)CC(C)(C)CC3=O)cc1
    /	2.8%	-12.1%	-11.8%	1.8%[59 µM]	-2.1	-0.9%	?	43.2%[activator]
- CCCc1ccc(OCCNC(=O)CC)cc1
    -2.4%	2.5%	-12.6%	0.0%	-19.9%[59 µM]	4.8	4.8%	-6.2%	13.1%
- COc1cccc(/C=N/n2c(=O)[nH]c3ccccc32)c1OC
    -6.1%	-3.9%	0.0%	-1.5%	13.0%	0.8	8.3%	3.3%	36.3%
- CCCCn1c(NCc2ccc(N(C)C)cc2)nc2ccccc21
    -0.9%&4.7%	24.7%&37.8%	39.8µM*	39.8µM*	?	6.0&-4.4	0.3%&-13.4%	-0.8%&3.2%	?
- O=c1[nH]nc(-c2ccc(F)cc2)cc1-c1ccccc1
    0.2%	-7.1%	-6.3%	1.3%	10.3%[0.501 µM]	0.5	-8.3%	2.2%	24.5%
- CC(C)(C)NS(=O)(=O)c1ccc(NC(=O)C2CCCCC2)cc1
    4.8%	8.3%	-8.5%	-14.8%	2.7%	1.7	-2.6%	1.4%	37.4%
- Cc1cc(N2CCCC2)ccc1NC(=O)CN1C(=O)NC(C)(c2ccccc2)C1=O (stereo unspecified)
    -3.9%	?	?	25.1µM*	/	3.8	3.7%	-0.8%	-14.0%[57 µM]
- COC(=O)c1ccc(Cn2c(SCc3ccc(F)cc3)nc3ccncc32)cc1
    9.1%	3.5%	-13.5%	-6.0%	?	-1.9	-2.3%	1.4%	43.3%[activator]
- O=C(Cc1c(F)cccc1Cl)NNC(=O)c1ccncc1
    -11.8%	14.9%	-9.8%	?	4.2%[12.7 µM]	0.2	-4.1%	0.2%	26.7%
- CCN(CC(=O)Nc1ccc(OC)cc1)C(=O)c1ccc(Cl)c(S(=O)(=O)N2CCCC2)c1
    -2.6%	5.9%	-4.3%	0.7%	11.9%[59 µM]	-4.3	/	9.6%	32.4%
- COc1ccc(CNC(=O)COC(=O)CCOc2ccc(C)cc2)cc1
    -2.0%	0.9%	-17.8%	0.0%	?	7.5	-4.5%	-6.7%	16.9%
- CCC(Sc1ccccn1)C(=O)Nc1cccc([N+](=O)[O-])c1 (stereo unspecified)
    -6.5%	0.0%	-15.5%	-12.2%	/	-2.3	0.3%	4.1%	12.7%
- CC(=O)Oc1ccc2occ(/C=N/c3cc(=O)[nH]c(=S)[nH]3)c(=O)c2c1
    -4.2%	2.6%	-21.3%[11.4 µM]	-29.3%	11.2µM*	1.8	-4.7%	?	-17.6%
- O=[N+]([O-])c1ccccc1NCCNc1ncc(C(F)(F)F)cc1Cl
    i	5.2%	?	1.1%	-31.9%[59 µM]	3.3	11.5%	1.4%	?
- COc1cccc(CNC(=O)Cn2cc3c(n2)-c2c(oc(C(=O)N4CCCC4)c2C)CC3)c1OC
    8.7%	-6.2%	-15.8%	-24.4%	-32.9%[59 µM]	-3.0	0.9%	-0.7%	19.3%
- NS(=O)(=O)c1cccc(NC(=O)CSc2nn(-c3ccccc3)c(=S)s2)c1
    -3.3%	10.8%	-24.8%[57.1 µM]	-33.4%	-48.9%[59 µM]	-3.9	8.9%	-2.2%	5.1%
- CC1(C)CC(NC(=O)Cc2ccc(Cl)cc2)CC(C)(C)N1
    -3.2%	-4.6%	-7.6%	8.1%	/	2.3	-1.5%	1.7%	26.7%
- CC(=O)Nc1cccc(Oc2nc(C(F)(F)F)nc3ccccc23)c1
    -8.1%	-11.2%	-2.1%	1.9%	22.2%	5.0	-2.9%	0.1%	-0.9%
- Cc1ccc(-n2nnc3c(=O)n(CC(=O)NCC4CCCO4)cnc32)cc1 (stereo unspecified)
    -0.7%	0.9%	-10.8%	6.4%	25.1%[59 µM]	-0.8	-2.9%	1.0%	34.8%[activator]
- CN(C)S(=O)(=O)c1ccc(=S)[nH]c1
    1.1%	2.6%	56.2µM*	/	1.41µM*	-0.9	-7.2%	1.3%	?
- O=C(c1ccc(OC2CCN(C/C=C/c3ccccc3)CC2)cc1)N1CCCCC1
    -0.9%	-0.2%	-23.6%	-20.3%	7.3%	1.4	-1.7%	-5.0%	21.1%
- COc1ccc(C)cc1Nc1c2c(nc3ccccc13)CCC2
    -8.0%&-4.6%	2.4%&-7.7%	?	-25.3%	-13.5%	-0.7&-5.7	-3.1%&0.1%	-1.8%&-0.7%	?
- COc1ccc(CCNc2cc(N3CCN(C(=O)c4ccccc4F)CC3)ccc2[N+](=O)[O-])cc1OC
    -1.5%	2.5%	-29.8%	?	-31.1%[0.0925 µM]	-8.1	-7.5%	?	-14.3%
- Cc1ccc(C(=O)N2N=C(c3ccccc3O)CC2c2ccccc2)cc1 (stereo unspecified)
    -1.8%	-5.5%	-18.2%	-0.8%	1.0%	-4.8	-9.0%	-4.1%	1.1%
- O=C(O)c1cccc(NC(=O)c2cc(S(=O)(=O)N3CCOCC3)cs2)c1
    -1.0%	6.8%	-3.5%	-1.7%	/	1.1	5.5%	-0.5%	7.6%
- CCOc1ccc(C(NC(=O)/C=C/c2ccco2)c2ccc(OC)c(OC)c2)cc1 (stereo unspecified)
    -9.6%	1.6%	-33.8%	?	28.2µM*	-5.4	-3.2%	14.1%	-16.0%
- Cn1c(NCCCN2CCOCC2)nc2c1c(=O)n(Cc1ccc(Cl)cc1Cl)c(=O)n2C
    i	2.51µM*	-31.0%	?	?	6.7	-8.6%	-5.2%	-3.4%
- COc1ccc(Cc2nnc(SCC(=O)N3CCCCC3)o2)cc1
    /	-1.8%	-19.0%	-20.9%	70.8µM*	-7.0	25.6%	-2.8%	-38.7%
- Cc1cc(Cl)ccc1OCC(=O)Nn1c(C)ccc1C
    -4.2%	9.9%	-21.3%	-37.3%	-27.3%[12.7 µM]	4.1	0.6%	4.5%	25.5%
- Cc1cc(C(=O)CSc2nnc(NCc3ccccc3)s2)c(C)n1C
    -3.0%	12.5%	?	?	?	4.8	-2.0%	-4.0%	-22.1%
- Cc1c(C(=O)NCc2ccco2)oc2ccccc12
    3.2%	36.5%	-18.5%	-21.5%	10.1%[59 µM]	5.8	-1.1%	-13.7%	14.1%
- CC(C)c1ccccc1N=C1SCCN1C1CCS(=O)(=O)C1 (stereo unspecified)
    2.8%	-2.3%	-17.6%[11.4 µM]	2.7%	-1.8%	3.9	-7.5%	0.7%	-8.6%
- Cc1ccc(C)c(N(CC(=O)NC2CCCCC2)C(=O)c2snc(C(N)=O)c2N)c1
    7.4%	0.2%	-6.4%	6.7%	23.2%	-1.9	-3.1%	-1.0%	57.1%[activator]
- COc1cccc(/C=C2\SC(=S)N(NC(=O)c3ccncc3)C2=O)c1
    -2.3%	3.8%	-25.3%	-17.1%	-35.9%	1.2	25.6%	-1.4%	8.1%
- CC[C@@]1(C(=O)OC)N[C@H](CN(C)C(C)=O)[C@@H]2C(=O)N(C)C(=O)[C@@H]21
    -0.8%	0.7%	-3.6%	/	/	-2.1	-7.8%	-14.1%	31.5%
- O=C(c1ccc2c(=O)n3c(nc2c1)CCC3)N1CCCSC1=Nc1ccccc1
    -7.2%	2.0%	-16.9%	5.6%	?	-5.9	1.8%	-4.2%	15.1%
- CCCCCC(=O)Nc1ccc(N2CCN(C(=O)c3ccccc3)CC2)cc1
    i	24.1%	-16.2%	2.7%	?	-3.8	-2.1%	1.7%	9.8%
- Cc1ccc(S(=O)(=O)N2CCN(C(C)C(=O)NCC(C)c3ccccc3)CC2)cc1 (stereo unspecified)
    0.3%	-13.6%	-2.7%	/	/	0.9	19.6%	-1.5%	41.1%[activator]
- CCCOc1ccc(C2c3c(oc4ccccc4c3=O)C(=O)N2c2nnc(C(C)C)s2)cc1 (stereo unspecified)
    -9.1%	1.8%	-23.0%	-29.3%	?	-3.6	3.6%	6.0%	5.8%
- COc1ccc(C(=O)Nc2c(C(C)(C)C)nn(C)c2C(C)(C)C)cc1
    -7.5%	-2.4%	-8.3%	-3.1%	15.1%	-2.5	-4.5%	14.6%	13.3%
- C/C(CCC(C)C)=N\Nc1ccc(S(N)(=O)=O)cc1[N+](=O)[O-]
    1.0%	16.6%	?	?	?	4.3	-8.1%	?	-18.1%
- O=C(CCc1ccc(O)c(O)c1)N/N=C/c1ccc2c(c1)OCO2
    6.1%	?	?	-29.9%	/	-1.8	7.7%	?	?
- Cc1csc(=O)n1CC(=O)OCC(=O)NNC(=O)c1ccccc1
    i	-3.3%	0.7%	-5.5%	44.0%	5.2	-7.8%	-1.8%	29.2%
- FC(F)(F)c1cc(-c2ccc3c(c2)OCO3)nc(NCc2ccco2)n1
    -3.4%	-19.9%	6.1%	8.4%	/	7.4	4.8%	6.1%	57.1%[activator]
- COc1ccc(CCNC(=O)CNC(=O)c2nn(-c3ccc(OC)c(OC)c3)c(=O)c3ccccc23)cc1OC
    -6.4%	-4.8%	2.1%	3.4%	22.7%	-0.7	-1.5%	3.2%	53.9%[activator]

Screening data from PubChem BioAssay.
